High-throughput results: PubChem, several laboratories
DNMT1 block: DNMT1 (human) enzyme inhibition; P26358; DNMT1 molecular beacon, Hinp1I cleavage, fluorescence; inhibition (reported as % activation of signal), % at 10 µM; actives 0.83% (n = 360,000); AID 588458; in the data active = inhibition above about 50%
Target sequence (P26358 504-1616 limits assumed): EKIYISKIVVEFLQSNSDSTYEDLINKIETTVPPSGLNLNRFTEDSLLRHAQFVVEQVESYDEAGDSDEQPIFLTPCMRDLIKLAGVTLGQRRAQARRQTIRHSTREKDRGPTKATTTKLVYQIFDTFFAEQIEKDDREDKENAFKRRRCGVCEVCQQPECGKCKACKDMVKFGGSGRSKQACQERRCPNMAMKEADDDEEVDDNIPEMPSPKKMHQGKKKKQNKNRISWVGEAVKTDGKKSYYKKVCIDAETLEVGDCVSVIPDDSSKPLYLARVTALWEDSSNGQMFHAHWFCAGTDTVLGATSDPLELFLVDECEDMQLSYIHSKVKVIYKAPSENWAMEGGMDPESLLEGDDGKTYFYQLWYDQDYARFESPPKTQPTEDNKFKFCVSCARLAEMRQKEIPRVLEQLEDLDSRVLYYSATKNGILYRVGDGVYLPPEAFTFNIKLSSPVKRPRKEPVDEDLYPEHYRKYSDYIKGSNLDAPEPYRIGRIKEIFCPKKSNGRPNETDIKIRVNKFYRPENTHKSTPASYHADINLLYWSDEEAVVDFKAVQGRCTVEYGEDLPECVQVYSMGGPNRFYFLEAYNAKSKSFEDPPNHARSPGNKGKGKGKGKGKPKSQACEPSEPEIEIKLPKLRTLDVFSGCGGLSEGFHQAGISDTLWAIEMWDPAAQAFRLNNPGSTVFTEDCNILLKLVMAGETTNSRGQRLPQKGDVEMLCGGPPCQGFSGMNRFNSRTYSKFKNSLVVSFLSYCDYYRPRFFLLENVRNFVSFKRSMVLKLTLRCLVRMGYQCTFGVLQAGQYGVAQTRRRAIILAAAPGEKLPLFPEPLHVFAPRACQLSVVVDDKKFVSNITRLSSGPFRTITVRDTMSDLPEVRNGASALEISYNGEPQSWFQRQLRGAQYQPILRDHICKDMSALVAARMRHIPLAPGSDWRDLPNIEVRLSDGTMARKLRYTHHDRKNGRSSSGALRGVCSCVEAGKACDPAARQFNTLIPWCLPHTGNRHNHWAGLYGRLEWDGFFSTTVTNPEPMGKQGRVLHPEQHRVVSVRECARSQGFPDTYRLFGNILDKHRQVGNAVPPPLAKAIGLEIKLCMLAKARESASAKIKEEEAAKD
LMPTP inh: LMPTP (human) inhibition. P24666. recombinant LMPTP-A, OMFP fluorogenic substrate, fluorescence intensity. inhibition, % at 20 µM. actives 0.22% (n = 360,000). AID 651560;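 active = compounds that cut the enzyme signal by at least half of the control window in the single-dose screen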;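 also: plate controls were DMSO wells with enzyme plus substrate for no effect and substrate without enzyme for full effect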
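Test system: LMPTP-A phosphatase enzyme; input: 0.625 nM LMPTP-A final; reagent: OMFP substrate, 400 µM final; compound dosing: 20 µM single dose, 3% DMSO; incubation: 50 min dark incubation at room temperature; measured by: endpoint fluorescence intensity from OMFP dephosphorylation; measure: % inhibition relative to no-enzyme and uninhibited control wells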
SUMO1-SIM PPI: alters human SUMO1 binding to SIM partners; AID 602429; P63165; inhibition, % at 20 µM; actives 0.33% (n = 360,000); SUMO1 binding to a labelled peptide, TR-FRET, 1 h; in the data active = inhibition above about 37%
NadD inh: NadD (S. aureus) enzyme inhibition | actives 0.78% (n = 360,000) | inhibition, % at 20 µM | purified NadD enzyme, colorimetric absorbance read-out | AID 602399; in the data active = inhibition above about 26%; also: some compounds past the cut are filed as inactive
Rpn11 block: Rpn11 (human) deubiquitinase inhibition; actives 0.59% (n = 360,000); human 26S proteasome, Ub4-pepOG fluorescence polarization; 20S core pre-blocked with epoxomicin; AID 588493; O00487; calls only at 20 µM;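 active = inhibition at 20 µM, scaled to each plate's controls, above about 33%, limit read from the data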
STEP inh: inhibitors of human striatal-enriched phosphatase STEP; P54829; recombinant STEP, OMFP fluorogenic substrate, fluorescence; inhibition, % at 20 µM; actives 0.25% (n = 360,000);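 active = inhibition at 20 µM, scaled per plate between control wells, above about 37%, limit read from the data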;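 also: 0% = DMSO with enzyme and substrate and 100% = substrate only without enzyme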
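Test system: STEP tyrosine phosphatase / Reagent: OMFP at 25 µM / Doses: 20 µM, 1% DMSO / Read-out: percent inhibition scaled to no-enzyme and uninhibited-enzyme controls, plate-pattern corrected / Detection: FITC-channel fluorescence of OMFP product / Medium: Bis-Tris buffer pH 6.0, 2.5 mM DTT, 0.005% Tween 20 / Schedule: 20 min at room temperature, dark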
Scp-1 inhibitor: inhibitors of human Scp-1 phosphatase | Q9GZU7 | Recombinant Scp1, phosphopeptide, malachite green phosphate absorbance | inhibition, % at 20 µM | actives 0.88% (n = 340,000);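 active = inhibition above about 50% at 20 µM, limit read from the data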;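 also: plate controls were DMSO wells with enzyme for no effect and wells lacking enzyme for full effect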
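assay system = SCP-1 phosphatase catalytic domain, residues 76-261 | buffer or medium = 50 mM Tris acetate pH 5.5, 0.005% Tween-20, 10 mM MgCl2 | incubation = enzyme reaction 45 min at room temperature, colour 5 min, stabilisation 30 min | signal = Phosphate-binding colour reagent, absorbance read at 630 nm | measure = % inhibition at 20 µM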
TbMetRS inhib: blocks T. brucei methionyl-tRNA synthetase activity; purified T. brucei MetRS, ATP depletion, Kinase-Glo luminescence; inhibition, % at 11.9 µM; actives 0.4% (n = 360,000);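 active = inhibition above a per-plate cutoff of the control wells' mean inhibition plus 3 SD, cut at about 5.5% in these data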;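 also: 0% = DMSO wells median and 100% = median of wells with control inhibitor compound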
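Dosing: 11.9 µM single point; system: parasite MetRS enzyme; technique: luminescence of leftover ATP; times: 15 min enzyme-compound preincubation, 2 h reaction, 10 min detection, 25 °C; replicates: each compound tested once; read-out basis: percent inhibition relative to median high and low control wells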
CSN deneddyl inh: inhibitors of human CSN-mediated cullin deneddylation | Purified CSN, SCF-Nedd8-OG deneddylation, fluorescence polarization | AID 651999 | Q92905 | actives 0.38% (n = 360,000) | inhibition, % at 12.5 µM;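 active = pattern-corrected inhibition above about 35%, with an unprinted fluorescence ratio check between 0.5 and 1.5, limit read from the data, passing the limit was not always enough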;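 also: 0% = enzyme with substrate and 100% = substrate without enzyme; some results filed as inactive read as strong as hits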
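Assay system: HEK293T-derived human Csn5 enzyme; quantity: 0.24 nM enzyme; medium: Tris/NaCl/DTT buffer, pH 7.5; also added: substrate SCFSkp2-Nedd8OG, 10 nM; doses: 12.5 µM compound; schedule: 90 min reaction at room temperature; signal: FP; read-out: % inhibition of substrate cleavage by Csn5; benchmarks: substrate-only high control, full reaction low control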
MsrA inh: inhibitors of bovine MsrA. actives 0.75% (n = 360,000). purified bovine MsrA, absorbance read-out. inhibition, % at 15.5 µM; in the data active = inhibition above about 4.5%;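 also: 0% = vehicle wells with enzyme and 100% = reference inhibitor wells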
* = called active by the depositor; i = inactive; / = no result given.

SMILES	DNMT1 block	LMPTP inh	SUMO1-SIM PPI	NadD inh	Rpn11 block	STEP inh	Scp-1 inhibitor	TbMetRS inhib	CSN deneddyl inh	MsrA inh
C=CCN1C(=O)C2(OCCCO2)c2cc(CCCC)ccc21	5	-0.3	4	-8	i	-1	-8	-0.3	5	-0.9
O=C(O)c1c(Cl)cccc1Nc1ccccc1	-1	-3.0	7	-6	i	2	-1	0.1	3	0.3
O=C(COc1cccnc1[N+](=O)[O-])Nc1c(Cl)cccc1Cl	-3	-0.5	-18	-2	i	3	-12	-0.3	6	0.8
Cc1nc2cc(C(=O)OCC(=O)Nc3cccc(Cl)c3)ccc2n1-c1ccccc1	-25	3.9	-1	12	i	1	-2	0.2	-5	1.3
Cc1ccc(C(=O)NN2C(=O)C3C4C=CC([C@@H]3C2=O)C42CC2)cc1 (some centres not stated)	0	-1.9	7	-1	i	2	-11	-0.4	-1	-1.2
CC(C)(C)c1nnc2sc(SCC(=O)N3CCCc4ccccc43)nn2c1=O	1	0.0	2	7	i	0	-4	-0.1	-1	0.6
CC(C)NC(=O)NC(=O)CN1c2cccc3cccc(c23)S1(=O)=O	-3	-0.7	-13	4	i	0	8	-0.2	1	1.0
CC(C)C(NC(=O)c1ccc(C(C)(C)C)cc1)C(=O)Nc1ccc(N2CCOCC2)cc1 (configuration not stated)	-7	1.2	-1	4	i	0	4	-0.1	-5	1.3
COc1ccc(C2CC(=O)c3sc(NC(C)=O)nc3C2)cc1 (configuration not stated)	-15	1.3	-8	3	i	3	-9	-0.7	1	-0.1
COc1cccc2cc3c(=O)oc4ccccc4c3nc12	-1	0.7	-19	-1	i	-3	1	-0.4	-5	19*
Cc1ccc2c(c1)N(CC(=O)N1CCN(c3nc4ccccc4s3)CC1)C(=O)C(C)O2 (configuration not stated)	-3	0.8	-2	1	i	1	-8	-0.8	5	-0.5
COc1cccc(NC(=O)CN(C)C(=O)c2c(-c3ccccc3)noc2C)c1	1	-0.6	-5	-3	i	0	-5	-0.2	3	-1.6
Cc1cccc(OC(C)C(=O)Nc2ccc(S(=O)(=O)N3CCCC3)cc2)c1 (configuration not stated)	1	-1.0	-4	-3	i	-1	-6	-0.2	-6	-1.6
O=C(Nc1ccc(F)c(Cl)c1)c1cc(-c2ccco2)on1	-8	8.1	10	0	i	12	4	-0.8	7	1.3
CCn1c(SCC(=O)O)nnc1-c1ccc2[nH]c(C)c(C)c2c1	0	-0.8	6	-2	i	-6	-1	-0.5	-5	-0.4
Cn1cc(CN2CCCC(CNC(=O)c3ccc4c(c3)OCO4)C2)c2ccccc21 (configuration not stated)	0	4.7	-2	3	i	0	-4	-0.4	-14	-0.7
CCc1nc2cc(Cl)c(Cl)cc2[nH]1	0	-1.5	-2	-7	i	-3	-2	-0.3	-5	0.3
COc1ccc(NC(=O)C[C@H]2C(=O)N(Cc3ccccc3)C[C@@H]2CSC)cc1	0	-1.4	3	-4	i	-1	/	1.2	2	-0.6
COc1cc2nc(C3CCC3)n(NC(=O)c3ccco3)c(=O)c2cc1OC	-2	0.7	0	-3	i	-1	-2	0.0	2	-0.2
CCOc1ccc(NC(=O)CN2CCN(CC(=O)Nc3ccc4c(c3)OCO4)CC2)cc1	2	1.0	-1	-7	i	-4	-10	-0.6	-3	-0.5
CCc1ccc(CNCc2ccc(F)cc2)cc1	9	-0.8	2	-4	i	-2	0	0.1	-6	-1.1
CC(=O)c1ccc(NC(=O)CSc2ccsc2[N+](=O)[O-])cc1	27	12	-1	-1	i	2	72*	-1.6	9	-0.4
CCCOC(=O)Nc1ccc(C(N)=O)cc1	0	1.2	5	5	i	-4	-2	-0.5	4	-0.4
COc1cccc(NC(=O)N2CCN(S(C)(=O)=O)CC2)c1	0	1.4	-5	3	i	12	-3	0.3	0	0.6
CC(=O)c1cc2c(cc1NC(=O)CN1CCCCCC1)OCO2	3	-1.1	-7	2	i	0	2	-0.5	-2	0.3

Some of the entries so far, field by field:
CCc1ccc(CNCc2ccc(F)cc2)cc1
  DNMT1 block: 9; LMPTP inh: -0.8; SUMO1-SIM PPI: 2; NadD inh: -4; Rpn11 block: i; STEP inh: -2; Scp-1 inhibitor: 0; TbMetRS inhib: 0.1; CSN deneddyl inh: -6; MsrA inh: -1.1
CC(=O)c1ccc(NC(=O)CSc2ccsc2[N+](=O)[O-])cc1
  DNMT1 block: 27; LMPTP inh: 12; SUMO1-SIM PPI: -1; NadD inh: -1; Rpn11 block: i; STEP inh: 2; Scp-1 inhibitor: 72*; TbMetRS inhib: -1.6; CSN deneddyl inh: 9; MsrA inh: -0.4
CCCOC(=O)Nc1ccc(C(N)=O)cc1
  DNMT1 block: 0; LMPTP inh: 1.2; SUMO1-SIM PPI: 5; NadD inh: 5; Rpn11 block: i; STEP inh: -4; Scp-1 inhibitor: -2; TbMetRS inhib: -0.5; CSN deneddyl inh: 4; MsrA inh: -0.4
COc1cccc(NC(=O)N2CCN(S(C)(=O)=O)CC2)c1
  DNMT1 block: 0; LMPTP inh: 1.4; SUMO1-SIM PPI: -5; NadD inh: 3; Rpn11 block: i; STEP inh: 12; Scp-1 inhibitor: -3; TbMetRS inhib: 0.3; CSN deneddyl inh: 0; MsrA inh: 0.6

Next structures
SMILES	DNMT1 block	LMPTP inh	SUMO1-SIM PPI	NadD inh	Rpn11 block	STEP inh	Scp-1 inhibitor	TbMetRS inhib	CSN deneddyl inh	MsrA inh
CC(C)NC(=O)c1ccc2c(=O)n(C3CCCC3)c(=S)[nH]c2c1	16	-0.4	-2	14	i	-12	-6	-0.9	3	-0.6
CC(=O)c1ccc(NC(=O)c2cc3ccccc3o2)cc1	-13	2.0	-3	6	i	0	-8	0.5	5	1.6
O=c1c2ccccc2nc2n1CCS2(=O)=O	3	-1.8	5	-5	i	1	-1	-0.6	0	1.2
COc1ccc(C(=O)/C=C2\NCCc3cc(OC)c(OC)cc32)cc1OC	-9	1.9	-19	4	i	3	-4	-0.3	3	1.7
O=C(NNC(=O)c1ccncc1)Nc1cccc([N+](=O)[O-])c1	0	-1.6	-17	-3	i	-2	-12	0.2	0	1.2
CCCCCCCc1n[nH]c(=S)n1Cc1ccccc1	-1	3.1	4	4	i	1	-7	2.7	-2	-0.4
Cc1ccc(OCC(=O)N/N=C\c2c(C)n(C)c3ccccc23)c([N+](=O)[O-])c1	-3	0.9	-3	-4	i	3	1	-0.4	2	/
CC(=O)OC1CCC2C3CCc4cc(O)ccc4C3CCC12C (configuration not stated)	0	3.6	10	-5	i	1	-6	-0.8	3	-1.0
CC(C)(C)c1cc(CNC2CS(=O)(=O)C[C@@H]2O)cc(C(C)(C)C)c1O (some centres not stated)	0	0.4	2	2	i	0	-9	-0.3	0	-2.4
CCOc1ccc(CN(C)CC(=O)Nc2cccc(S(=O)(=O)N(C)c3ccccc3)c2)cc1	-3	0.0	5	-9	i	3	3	-0.3	-2	-0.5
C/C(=N/NC(=O)c1sc(NS(=O)(=O)c2ccc(C)cc2)nc1C)c1sc(N)nc1C	4	-0.3	1	12	i	1	-1	0.2	-19	2.1
O=C(c1ccccc1)c1ccc2c(c1)OCCOCCOCCO2	-8	0.9	-1	0	i	0	1	1.9	1	-0.3
COC(=O)c1c(C(=O)OC)c(-c2ccc(F)cc2)n2c1CS(=O)C2 (configuration not stated)	1	-0.1	4	-2	i	-2	0	-0.6	-1	2.2
CCOc1ccccc1/C=N/NC(=O)c1cccc(S(=O)(=O)N2CCOCC2)c1	1	-0.9	0	-4	i	-7	-4	-1.4	-6	0.9
COC(=O)c1ccc2c(c1)NC(=O)C(N1CCCCC1)S2 (configuration not stated)	1	-0.5	0	-2	i	-2	6	0.0	0	-1.8
CCOC(=O)c1cc(-c2csc(Nc3ccccc3Cl)n2)on1	-3	2.0	-16	-7	i	0	-11	-0.3	-1	-0.8
NC(=O)NS(=O)(=O)Oc1ccccc1	-2	-3.6	-1	-7	i	1	-14	-0.3	-4	0.4
O=C(NCc1ccncc1)[C@@H]1CCCN1C(=O)[C@H]1CCCN1C(=O)c1cccs1	/	-2.2	1	1	/	/	/	0.0	-4	0.4
O=C(O)c1ccccc1C(=O)O	0	-1.0	-1	4	i	1	-6	-0.8	6	-0.8
Cc1cc(C)c2c(=O)n(-c3ccccc3)[nH]c2n1	1	-0.4	-10	-2	i	-2	-1	-0.1	5	1.5
CC1CCc2cc(F)ccc2N1C(=O)CN1C(=O)c2ccccc2C1=O (configuration not stated)	-1	-0.9	-10	-2	i	-3	-8	-1.1	5	-0.2
CSc1ncnc2c1ncn2CCCNC1CCN(Cc2ccccc2)CC1	2	-1.4	3	-5	i	-2	/	-0.5	-2	0.6
CCOC(=O)C1CCN(S(=O)(=O)c2ccc3c(c2)NC(=O)CS3)CC1	-1	-0.1	-10	1	i	-2	5	-0.4	6	-0.5
O=C(CSC(=S)N1CCCC1)NCC(=O)Nc1ccccc1Br	-1	2.7	4	-5	i	-2	-3	-0.5	-1	-0.2
O=C(CSc1ccc(Cl)cc1)NC1CCCC1	2	0.3	-3	6	i	1	0	0.3	0	-0.8
Remaining list, next part
SMILES	DNMT1 block	LMPTP inh	SUMO1-SIM PPI	NadD inh	Rpn11 block	STEP inh	Scp-1 inhibitor	TbMetRS inhib	CSN deneddyl inh	MsrA inh
O=C(Nc1cc(C(F)(F)F)ccc1N1CCOCC1)c1cccs1	0	0.0	1	-1	i	-1	-6	-0.1	0	-0.2
Oc1ccc(N2CCN(CC(O)c3ccccc3)CC2)cc1 (configuration not stated)	0	15	-1	-3	i	0	-6	-0.5	-4	-1.2
Cc1ccc(C23CC4CC(CC(NC(=O)NC(C)(C)CO)(C4)C2)C3)cc1	1	-1.2	-5	-1	i	0	2	-0.1	-7	-1.0
COC(=O)C1(C)NC(c2ccccc2C)C2C(=O)N(c3ccccc3)C(=O)C21 (configuration not stated)	-3	0.4	4	6	i	-1	4	-1.0	-1	-0.7
CCOC(=O)c1cc2ccc(OC)cc2oc1=O	0	2.3	-16	-3	i	2	-9	-0.9	4	4.6*
COc1cc(/C=C2\SC(=S)N(CCC(=O)NC3CCCC3)C2=O)cc(OC)c1OC	2	0.2	-6	-10	i	0	-8	-0.3	-1	-1.6
CCCC(c1nnnn1C1CCCCC1)N1CCN(c2ncccn2)CC1 (configuration not stated)	1	-1.4	-2	-8	i	2	4	-0.5	0	0.0
COC(=O)/C(=C\Nc1ccc(Cl)cc1Cl)NC(=O)c1ccccc1	-6	2.2	-1	-3	i	6	-4	0.6	-4	1.9
